Pf Dd2 growth: blocks in vitro growth of P. falciparum Dd2 | P. falciparum Dd2 growth, SYBR Green, 72 h | Potency, µM (highest dose often 28.9 µM), without a hit: at the highest dose activity, negative = inhibition, hits mostly inhibitors | 4.3% of 120,000 active | AID 1347417; active means well fitted inhibition curve with a large enough effect; inconclusive means small, poorly fitted or top-dose-only effect; inactive means no such curve, though single readings can be large or run the other way;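 further: plate controls were DMSO vehicle for no effect and reference drug for full effect; nearly all actives have a fitted effect of over 65% in size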
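Infected erythrocytes (Dd2, 0.3% parasitemia, 2.5% hematocrit final) are added to compound in RPMI-1640/Albumax II medium, grown 72 h at 37C in low oxygen, then lysed with saponin/Triton-X containing SYBR Green and read by fluorescence.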
The depositor's hits bear a star; i = inactive; ? = inconclusive; [ ] = dose if it differs, or a comment. Potency means the concentration at half of the fitted maximal effect. Some of the compounds tested; count on the stated rates, not on these rows.

molecule	Pf Dd2 growth
COc1ccc(C(=O)NC2CCN(c3cc(-c4ccc(F)cc4)[nH]n3)C2)cc1 (stereo not drawn)	?
Cc1ccsc1C(=O)N1CCC(c2nn(C)c3c2COCC3)CC1	10%[5.79 µM]
NC(=O)NCC(=O)N1CCC2(CCC(=O)N(Cc3ccccn3)C2)CC1	7%
Cc1ccccc1-n1cc(-c2ccnc(NC(C)Cc3ccncc3)n2)cn1 (stereo not drawn)	8.9µM*
CCOCCOC1CCN(C(=O)Cc2cccnc2)CC1	58%[activator]
CCn1cc2nc(SCc3cccc(C)c3)n(CCc3ccccc3)c(=O)c2n1	i
O=C(c1cn[nH]c1)N1C[C@@H](COCC2CC2)[C@H](c2ccncc2)C1	11%
CC(=O)c1ccc(N2CCN(c3ccc4cc(S(=O)(=O)N5CCCCC5)ccc4n3)CC2)cc1	18%
O=C(CCC[C@@H]1[C@H]2CCCN3CCC[C@@H](CN1C(=O)c1cc(F)ccc1F)[C@@H]23)NCC1CC1	?
COc1ccc(OC)c(CNC(=O)CC2CCOCC2)c1	7%
CN(C)C(=O)c1cc(-c2cnccc2Cl)c2cccn2n1	11%
Cc1cccc(COc2ccc(-c3cc(C(F)(F)F)n4nc(C)cc4n3)cc2)c1	-9%
CN1CCC2(CC1)Cc1ccccc1CN([S+](C)(=O)[O-])C2	-27%
Cc1cccc(NC(=O)CSc2cn(CC(=O)N3CCC(C)CC3)c3ccccc23)c1C	-18%
CC(C)(C)C(=O)N1CCC(F)(c2nc(-c3ccncc3)no2)CC1	-16%
O=C(c1cc(C2CC2)[nH]n1)N1CCc2c(nc(-c3ccccn3)[nH]c2=O)C1	-13%
CCN1C(=O)C2CC3(CCN(S(=O)(=O)c4ccc5c(c4)CCC5)CC3)CN2C1=O (stereo not drawn)	i
Nc1ncccc1CN1CCc2c(n(Cc3ccccc3)n(-c3ccccc3)c2=O)C1	?
CN(C)C(=O)C1CCc2nnc(C3CCN(C(=O)c4ccc(Cl)cc4Cl)CC3)n21 (stereo not drawn)	22%
C#CCNC(=O)C1CCc2nnc(CNC(=O)c3cccnc3)n21 (stereo not drawn)	7%
O=[S+]1([O-])NC2(CCN(Cc3ccoc3)C2)COc2ccncc21 (stereo not drawn)	3%
COc1ccc(CN(C(=O)c2ccco2)c2ccc(CC(=O)NCCc3ccccc3)cc2)cc1	4µM*
OC1(CN2CCCCC2)CCN(c2cccc(C(F)(F)F)n2)C1 (stereo not drawn)	?
Cc1ccc(C(=O)N2CCCC3(C2)NC(=O)N(Cc2ccc(Cl)cc2)C3=O)cc1F (stereo not drawn)	?
CN(C)CCNC(=O)Cn1ccc2cc(S(=O)(=O)N3CCCCCC3)ccc21	15%
Cn1cccc1C(=O)N1CC(Oc2cccc(-c3nc(-c4ccccc4)no3)c2)C1	i[5.79 µM]
CCCCOc1cccc(C(=O)N(Cc2sccc2C)C2CCS(=O)(=O)C2)c1 (stereo not drawn)	-20%
Cc1ccccc1CSc1nc2cccnc2n1Cc1ccc(C(=O)NCCc2cccs2)cc1	?
Cc1noc(-c2cccn3c(CNC(=O)c4ccc(C(C)(C)C)cc4)nnc23)n1	-13%
CCN1c2ccccc2-c2nc(SCC(=O)NCc3ccc(Cl)cc3)ncc2S1(=O)=O	i
CC1(C)[C@H]2CC[C@@H](CNC(=O)c3ccccc3Cl)[C@@H]1C2	?
COc1ccc(N2CCN(C(=O)CCn3c(=O)[nH]c4cc(OC)c(OC)cc4c3=O)CC2)cc1	9%
CC(=O)N1CCCC2(Cc3ccccc3CN2C(=O)c2ccccc2)C1 (stereo not drawn)	-16%
CC1(C)C(C(=O)N2C[C@@H](C(=O)O)C[C@@H](C(=O)NCc3ccncc3)C2)C1(C)C	3%
C#CC(C)(C)NS(=O)(=O)c1cc(-c2nnc(Nc3ccc(C)cc3)c3ccccc23)ccc1C	5µM*
COCCn1c(C)cc(O)c(C(c2ccc(F)cc2)N2CCC(C)CC2)c1=O (stereo not drawn)	i
COc1ccc2[nH]c3c(c2c1)CCNC31CCN(C(=O)c2ccncc2)CC1	i
Cc1ccc(N2CCN(C(=O)c3nn(C)c4c3CS(=O)(=O)c3ccccc3-4)CC2)c(C)c1	-13%
COc1ccc(Cl)cc1NC(=O)N1CCC(CN2CCc3ccccc3C2)CC1	?
Cn1c(CN2CCCCC2)nc2cc(NC(=O)c3ccc(Cl)cc3)ccc21	-14%
COc1ccc(Cn2c(C(=O)O)c(CNCc3ccco3)c3ccc(C)cc32)cc1	i
CCN(Cc1ccccc1)C(=O)CCc1nc(C2CCCN2S(C)(=O)=O)no1 (stereo not drawn)	-5%
Cc1ccc(CCNC(=O)CN(c2ccc(C)cc2)S(=O)(=O)N(C)C)cc1	11%
Cc1ccc(NC(=O)Cn2cnc3sc(C)c(S(=O)(=O)N4CCN(c5ncccn5)CC4)c3c2=O)cc1F	-17%
CCCCOC(=O)c1c(C)oc2ccc(NS(=O)(=O)c3ccc(F)cc3C)cc12	33%[activator][5.79 µM]
OCc1cc(CC2(NC3CCC3)COC2)no1	i
Cc1ccc(CN2CCN(c3nc(C)ccc3C#N)CC2CCO)cc1 (stereo not drawn)	-7%
CCOC(=O)c1ccc(Nc2nc(C)cc(C)n2)cc1	-19%

The final three records of the part before open the next one.
mol	Pf Dd2 growth
OCc1cc(CC2(NC3CCC3)COC2)no1	i
Cc1ccc(CN2CCN(c3nc(C)ccc3C#N)CC2CCO)cc1 (stereo not drawn)	-7%
CCOC(=O)c1ccc(Nc2nc(C)cc(C)n2)cc1	-19%
CC(C)C(=O)N1Cc2ccccc2OC2(CCN(C(C)C)CC2)C1	?
CCCc1nnc(C[C@@H]2C[C@@H](C(C)C)[C@H](CN3CCC(O)CC3)C=C2C)o1	?
CCC(=O)Nc1sc2c(c1C(=O)Nc1cccc(C)c1)CCCC2	-6%
CC(=O)c1ccc(N2CCN(c3nc4c(S(=O)(=O)c5ccccc5)nnn4c4ccc(Cl)cc34)CC2)cc1	?
COC(=O)C1CCN(C(=O)CC[C@H]2CNC(=O)[C@H]3NCC[C@H]3N2C)CC1	65%[activator][44.1 µM]
COc1ccc(CC(=O)Nc2ccc([C@H]3OCC(=O)N(Cc4ccc(F)cc4)[C@@H]3CO)cc2)cc1	?
CCOc1ccccc1NC(=O)c1sc(-n2nc(C)c(CCC(C)C)c2C)nc1C	11%
COc1ccc(C(=O)NC[C@H]2C[C@@H]3CCN2C[C@@H]3c2cc(-c3ccc(F)cc3)nn2C)cc1	i
CC(C)NC(=O)[C@H]1CN2CCC1C[C@@H]2Cn1cc(C2(O)CCCCC2)nn1 (stereo partly drawn)	11%[44.1 µM]
COc1ccc(NC(=O)O[C@@H]2C=C[C@H](c3c(C)nn(-c4ccccc4C)c3C)C2)cc1	i
Cc1noc2c(-c3cccnc3NCCN(C)C)cc(-c3ccccc3)nc12	i
CCCN1CCN(C(=O)c2ccc3c(c2)n(Cc2ccc(F)cc2)c(=O)c2ccnn23)CC1	-16%
CCOc1ccccc1CNS(=O)(=O)c1ccc(-c2cnc(C3CC3)o2)cc1	i
COCC1CN(C(=O)Cn2c(=O)oc3ccccc32)CC12CCNCC2 (stereo not drawn)	i
CCC(Oc1ccccc1)C(=O)Nc1nnc(S(=O)(=O)N2CCCC2)s1 (stereo not drawn)	15%
Cc1ncsc1CCC(=O)N(C/C=C/c1ccccc1)CC1CCCO1 (stereo not drawn)	-25%
CC(C)CN(Cc1cnn(C)c1)C(=O)C1CCC(=O)N(CC2CCCCC2)C1 (stereo not drawn)	-4%
Cc1ccc(C)c(NC(=O)CSc2nc3nccnc3c(=O)n2CCc2c[nH]c3ccccc23)c1	?
COc1ccccc1CCC(=O)N1C[C@@H](CO)[C@H](NC(C)=O)C1	6%
CCSc1ncc(Cl)c(C(=O)Nc2ccc(S(=O)(=O)N3CCC(C)CC3)cc2)n1	25%
COc1ccc(CNC(=O)C2CCCN(C(=O)N3CCOc4ccccc43)C2)cc1 (stereo not drawn)	-26%
CCOC(=O)c1c(C)c(-c2ccccc2)n(CC(=O)Nc2cc(C)ccc2OC)c1C	-7%
O=C1NC[C@@H](CCC(=O)N2CCN(c3ccccc3)CC2)N2C[C@@H](NCc3ccccn3)C[C@@H]12	-6%
CCn1cnc2cc(NCc3ccc(N(C)C)cc3)ccc21	?
CCCc1cc(C(=O)NCc2c(C)ncc3c2CCNC3)n[nH]1	7%
Cc1nc(-c2ccc(F)cc2)n(CC(=O)Nc2ccccc2)c(=O)c1CCO	?
Cc1cccc(-c2noc(-c3cc(C(C)C)[nH]n3)n2)c1	?
Cc1ccc(-c2cnc([C@@H]3COCCN3Cc3cnc[nH]3)[nH]2)cc1	i
CN(C)C(=O)C1CN(C(=O)c2ccc(Br)o2)CC12CCOCC2 (stereo not drawn)	11%
Cn1cc(CN2CCN(C(c3ccccc3)c3ccccc3)CC2)cc1C#N	3.2µM*
O=C(Nc1ccc2nn(-c3ccc(F)cc3)nc2c1)c1cccc2c(Cl)cccc12	3%
Cc1cc2[nH]cnc2c(NC(=O)CCc2cc3n(n2)CCNC3)c1C	6%
Cc1nn(C(C)C(=O)N2CCN(c3ccc(Cl)cc3)CC2)c(=O)c2cc3occc3n12 (stereo not drawn)	35%
COc1ccc(NC(=O)NCCc2noc(C3CC3)n2)c(C)c1	5%
CC(C)n1cnnc1CC1CCN(C(=O)c2nn(C)c3ccccc23)C1 (stereo not drawn)	?
Cc1cccc(NC(=O)C2CCN(C(=O)c3nnn4cc(C)[nH]c(=O)c34)CC2)c1	i
CCC(=O)N1CCc2cc(S(=O)(=O)NC(C(=O)Nc3cc(OC)cc(OC)c3)C(C)C)ccc21 (stereo not drawn)	143%[activator]
O=C1CCCCC(CNC(=O)c2n[nH]c(=O)c3ccccc23)N1 (stereo not drawn)	-24%
COc1ccc(CNC(=O)[C@@H]2Cc3cn(CC4CC4)c4cccc(c34)[C@H](CC(C)C)N2)cc1	i
Cc1ccc(C(=O)N2CCC([C@@H]3CNC[C@H]3CO)CC2)cc1F	-18%
Cc1ccc(-c2nnc(C3CN(C(=O)c4cnc(C)cn4)CC34CCOCC4)o2)cc1 (stereo not drawn)	?
COc1ccccc1-c1cc2c(ccn2C)c(C(=O)NCC2CCN(C)C(=O)C2)n1 (stereo not drawn)	i
COC(=O)CC(NC(=O)N1CCc2c(nc(-c3ccccc3)[nH]c2=O)C1)c1ccccc1 (stereo not drawn)	i
Cc1cc(C)cc(-n2c(C)cc(C(=O)C(=O)Nc3ccccc3F)c2C)c1	6%
O=[S+]1([O-])NCC2(CCN(Cc3ccsc3)C2)Nc2ccccc21 (stereo not drawn)	?
Cc1ncc2c(n1)C[C@@H]1CC[C@H]2N1C(=O)CCC1CCCC1	-11%
Cn1c(=NC(=O)c2ccc(F)cc2)sc2cc(Br)ccc21	10%
CC(=O)NC1CCN(Cc2cc3ccc(C)cc3[nH]c2=O)C1 (stereo not drawn)	1%
Cc1ccc(-c2nc(NC(=O)CSc3cc(C)c4ccccc4n3)ns2)cc1	22%[5.79 µM]
CC(C)c1ccc(CNC(=O)c2ccc3c(c2)N(C)C2CCCCN2C3=O)cc1 (stereo not drawn)	2.2µM*
COCCNC(=O)[C@@H]1C[C@H](Oc2cccnc2)CN1C(=O)CC1CCN(C(C)=O)CC1	2%
COc1cccc(NC(=O)N2CCCC(Cn3c(C)nc4cccnc43)C2)c1 (stereo not drawn)	i
CCOc1ccccc1CNC(=O)CN1C(=O)CSc2ccc(S(=O)(=O)N3CCOCC3)cc21	-12%
O=C(c1ccc2c(c1)OCO2)N1CCN(c2nnc3ccccn23)CC1	?
COCC(=O)Nc1ccc(-c2noc([C@@H]3CCCN3Cc3ncc[nH]3)n2)cn1	-23%[44.1 µM]
COCC(=O)NC[C@H]1OC[C@@H](NCc2cnc[nH]2)[C@@H]1O	15%[44.1 µM]

New compounds follow
mol	Pf Dd2 growth
Cc1ccc2c(c1)cc1c(=O)n(Cc3ccccc3Cl)nc(C)n12	i
CC(C)c1ccc(NC(=O)Cn2nnc(C(=O)NCCc3ccccc3)c2N)cc1	58%[activator]
NS(=O)(=O)c1ccc(CNc2nccc(-c3cccnc3)n2)cc1	-15%
CCOc1ccccc1C(=O)NC1(C(F)(F)F)C(=O)Nc2c1c(=O)[nH]c(=O)n2-c1ccc(F)cc1 (stereo not drawn)	38%[activator]
COCCNC(=O)[C@@H]1C[C@H](Oc2cccnc2)CN1C(=O)c1ccc(OC)c(F)c1	20%
COc1cccc([S+](=O)([O-])N2CC(Oc3ccc4c(c3)OCO4)C2)c1	29%
CC(C)c1nncn1C1CCN(S(=O)(=O)c2cccc(Cl)c2)CC1	7%

Reformatted field by field: entries from further up
NS(=O)(=O)c1ccc(CNc2nccc(-c3cccnc3)n2)cc1
  Pf Dd2 growth: -15%

CCOc1ccccc1C(=O)NC1(C(F)(F)F)C(=O)Nc2c1c(=O)[nH]c(=O)n2-c1ccc(F)cc1 (stereo not drawn)
  Pf Dd2 growth: 38%[activator]

COCCNC(=O)[C@@H]1C[C@H](Oc2cccnc2)CN1C(=O)c1ccc(OC)c(F)c1
  Pf Dd2 growth: 20%

COc1cccc([S+](=O)([O-])N2CC(Oc3ccc4c(c3)OCO4)C2)c1
  Pf Dd2 growth: 29%

Retrieved one by one from above:
mol	Pf Dd2 growth
NS(=O)(=O)c1ccc(CNc2nccc(-c3cccnc3)n2)cc1	-15%
CC(C)c1nncn1C1CCN(S(=O)(=O)c2cccc(Cl)c2)CC1	7%
Cc1ccc2c(c1)cc1c(=O)n(Cc3ccccc3Cl)nc(C)n12	i
